eLon inh: inhibitors of E. coli Lon protease, primary screen, biochemical, fluorescence polarization; purified E. coli Lon protease; P0A9M0; inhibition, % at 7.94 µM; actives 0.42% (n = 360,000); in the data active = inhibition above about 13%, passing the limit was not always enough;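 note: 0% = enzyme with probe and DMSO and 100% = no enzyme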
MT1-MMP act inh: blockers of MT1-MMP proenzyme processing, primary screen, HT1080 RFP-PRO-GFP cells, GFP/RFP fluorescence | actives 0.061% (n = 360,000) | GFP/RFP ratio fluorescence, overnight; percent of plate control window, DMSO zero | AID 651647, 2012 | Matrix metalloproteinase-14 (Homo sapiens), P50281 | GFP/RFP ratio change, % at 20 µM;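 active = GFP/RFP ratio change of at least 30% with cell ATP level not reduced by more than half and red fluorescence within 50% of control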; note: strong numbers were not always called active
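Test system: HT1080 cells expressing an RFP-PRO-GFP fluorescent reporter construct / Compound dosing: single-point 20 µM compound, 1% DMSO / Schedule: cells overnight before dosing, compound overnight, 37 °C, 5% CO2 / Evaluation: GFP/RFP fluorescence ratio / Control set: DMSO and RFP-L50D-GFP cell wells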
Rpn11 inh: Rpn11 (PSMD14) deubiquitinase inhibitors, primary screen, biochemical, fluorescence polarization, uHTS; human 26S proteasome, Ub4-pepOG fluorescence polarization; 20S core pre-blocked with epoxomicin; calls only at 20 µM; actives 0.59% (n = 360,000); AID 588493, 2011;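 active = inhibition at 20 µM, scaled to each plate's controls, above about 33%, limit read from the data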
Target sequence (O00487 whole entry, looked up): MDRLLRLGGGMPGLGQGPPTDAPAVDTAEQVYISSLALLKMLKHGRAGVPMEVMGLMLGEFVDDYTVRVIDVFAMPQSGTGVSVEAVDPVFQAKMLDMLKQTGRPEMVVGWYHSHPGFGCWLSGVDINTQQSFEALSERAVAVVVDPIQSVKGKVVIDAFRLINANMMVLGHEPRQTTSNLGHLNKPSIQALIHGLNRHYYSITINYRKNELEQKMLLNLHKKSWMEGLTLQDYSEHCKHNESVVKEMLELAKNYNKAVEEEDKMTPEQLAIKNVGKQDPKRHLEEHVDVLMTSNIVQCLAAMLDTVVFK
MsrA act: bovine MsrA enzyme activators, primary screen, biochemical, absorbance, HTS. AID 602163, 2012. purified bovine MsrA, absorbance read-out. Methionine sulfoxide reductase A (Bos taurus). actives 0.3% (n = 360,000). activation, % at 10.6 µM; in the data active = activation above about 7.5%;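 note: 0% = vehicle and 100% = reference activator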
MLLE-PAM2 inh: inhibitors of PABP1 MLLE–PAM2 peptide binding, primary screen, biochemical, fluorescence polarization, FITC-PAM2, GST-MLLE; inhibition, % at 20 µM; actives 0.36% (n = 360,000); AID 588489, 2011; in the data active = inhibition above about 35%, passing the limit was not always enough;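 note: plate controls were DMSO wells with GST-MLLE for no effect and wells lacking GST-MLLE protein for full effect; some results filed as inactive read as strong as hits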
CSN deneddyl inh: inhibitors of CSN-mediated cullin deneddylation, primary screen, biochemical, fluorescence polarization, uHTS; COP9 signalosome complex subunit 5 (Homo sapiens), Q92905; Purified CSN, SCF-Nedd8-OG deneddylation; inhibition, % at 12.5 µM; actives 0.38% (n = 360,000); AID 651999, 2013;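 active = pattern-corrected inhibition above about 35%, with an unprinted fluorescence ratio check between 0.5 and 1.5, limit read from the data, passing the limit was not always enough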;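 note: 0% = enzyme with substrate and 100% = substrate without enzyme; some results filed as inactive read as strong as hits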
Target sequence (Q92905 whole entry, looked up, one chain of several): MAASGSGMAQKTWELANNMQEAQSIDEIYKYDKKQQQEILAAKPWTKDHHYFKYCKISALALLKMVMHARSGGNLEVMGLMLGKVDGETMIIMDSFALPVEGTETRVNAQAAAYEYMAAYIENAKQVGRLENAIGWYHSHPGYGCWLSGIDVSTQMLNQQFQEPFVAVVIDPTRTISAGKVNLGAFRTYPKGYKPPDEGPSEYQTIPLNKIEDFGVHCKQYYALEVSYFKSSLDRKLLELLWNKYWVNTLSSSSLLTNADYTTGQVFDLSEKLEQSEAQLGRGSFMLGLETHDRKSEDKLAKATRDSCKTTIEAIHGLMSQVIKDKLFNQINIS
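Material: human Csn5 produced in HEK293T cells; Input: enzyme 0.24 nM; Reagent: SCFSkp2-Nedd8OG substrate at 10 nM final; Dosing: 12.5 µM compound; Incubation: 90 min reaction at room temperature; Detection: fluorescence polarization of the substrate; Evaluation: % inhibition of substrate cleavage by Csn5; Control set: substrate-only high control, full reaction low control.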
MsrA inh: bovine MsrA enzyme inhibitors, primary screen, biochemical, absorbance, HTS. Methionine sulfoxide reductase A (Bos taurus). actives 0.75% (n = 360,000). purified bovine MsrA, absorbance read-out. inhibition, % at 15.5 µM; in the data active = inhibition above about 4.5%;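 note: 0% = vehicle wells with enzyme and 100% = reference inhibitor wells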
Rin1-Abl PPI inh: inhibitors of Rin1-Abl protein binding, primary screen, biochemical, TR-FRET | inhibition, % at 7.35 µM | Tyrosine-protein kinase ABL1 (Homo sapiens) + Ras and Rab interactor 1 (Homo sapiens), … | actives 0.4% (n = 360,000); in the data active = inhibition above about 5%, passing the limit was not always enough
FAS-TE inh: FAS thioesterase domain inhibitors, primary screen, biochemical, fluorescence intensity, uHTS | recombinant FAS-TE, OMFH fluorogenic substrate, fluorescence endpoint | inhibition, % at 15 µM | actives 0.67% (n = 360,000) | AID 602261, 2012;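 active = compounds whose normalised, plate-corrected inhibition of enzyme fluorescence in the single-dose primary screen is 50% or more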;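 note: 0% = DMSO with enzyme and 100% = substrate without enzyme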
Starred values were filed as active, the others as inactive; i = inactive; . = no result given.

SMILES	eLon inh	MT1-MMP act inh	Rpn11 inh	MsrA act	MLLE-PAM2 inh	CSN deneddyl inh	MsrA inh	Rin1-Abl PPI inh	FAS-TE inh
COc1ccc(OCC(O)CNC(=O)Nc2cccc3ccccc23)cc1 (configuration not stated)	2	3	i	-1	-2	-7	-0.3	-3	2
CCc1cccc2c(C(=O)COC(=O)/C=C/c3ccc(O)c(OC)c3)c[nH]c12	10	4	i	-3	5	1	1.9	-5	5
O=c1oc2cc(OCc3c(F)c(F)c(F)c(F)c3F)ccc2cc1-c1ccccn1	1	-3	i	-3	2	1	0.2	0	-2
Cc1ccccc1Cn1c(Cc2ccccc2)nc2ccccc21	-7	-3	i	-1	-4	4	0.8	-3	22
CCOC(=O)Cc1csc(NC(=O)Nc2ccc(C)cc2)n1	9	8	i	-8	-3	21	-0.6	-1	4
CCOc1ccc(NCc2cccn2-c2nnc(N3CCC(C(=O)NCCCN4CCCCC4C)CC3)s2)cc1 (configuration not stated)	0	-3	i	3	-23	-1	-1.0	3	-7
O=C(CCCCCN1C(=O)[C@@H]2Cc3ccccc3CN2C1=O)NCCc1ccccc1	-2	0	i	1	1	-2	-0.7	3	2
Cn1c(Oc2ccccc2NCc2cc(Br)ccc2O)cc(=O)n(C)c1=O	-9	-13	i	1	3	1	1.0	-4	3
CN(C)c1ccc(CC2C(=O)Nc3ccccc32)cc1 (configuration not stated)	17	5	i	-6	26	5	-0.4	3	-1
O=C(CSc1nnc(-c2ccncc2)n1Cc1ccco1)Nc1nccs1	5	-3	i	-4	-12	2	1.9	-7	-4
O=[N+]([O-])c1cccc(S(=O)(=O)c2ccc(NCCO)c([N+](=O)[O-])c2)c1	-4	2	i	-2	6	4	-0.3	-2	7
CC(C)CCN1CC(C(=O)NC(C)C)CC1=O (configuration not stated)	-13	1	i	11*	-10	-3	-1.6	-1	-5
CC(C)[C@@H](NC(=O)C1CCN(C(=O)[C@@H]2CCCN2C(=O)OC(C)(C)C)CC1)C(=O)NCc1ccc(F)cc1	4	5	i	-8	-2	1	0.1	-2	-6
Cc1ccc(CNC(=O)CCCOc2cc(=O)n(C)c3ccccc23)o1	3	8	i	-1	8	5	1.0	1	-7
CCOCCCNC(=S)NCCCNc1nc2c(C)c(C)ccc2cc1C#N	5	1	i	-3	17	9	0.0	-3	-1
Cc1ccc(-c2cc(C(=O)NN3CCOCC3)c3cc(Br)ccc3n2)o1	-6	2	i	-5	24	9	0.8	1	2
CCc1cc(C(=O)NC2CCCN(Cc3ccccc3F)C2)n(C)n1 (configuration not stated)	-4	-3	i	-3	-9	2	-0.2	-3	-5
O=C(Cn1ccn(-c2ccc(F)c(Cl)c2)c(=O)c1=O)NCCc1ccccc1	7	3	i	-5	-4	-1	.	-1	-1
COCCNC(=O)c1ccc2c(=O)n(CCCN3CCCC3=O)c(=S)[nH]c2c1	2	4	i	-5	-21	-8	1.4	0	-5
COc1ccc(C(C[N+](=O)[O-])c2c(-c3ccccc3)cc3ccccn23)cc1OC (configuration not stated)	-9	-5	i	-6	12	3	0.3	0	1
CCC(C)c1ccccc1N1CC(C(=O)NCCc2ccc(OC)c(OC)c2)CC1=O (configuration not stated)	-14	0	i	-1	5	4	1.7	-1	-5
CN(C1CCCCC1)S(=O)(=O)c1cn(C)c(=O)n(C)c1=O	6	-4	i	-2	-4	-4	1.7	-1	-10
CCc1c(C)nc2ncnn2c1NCc1cccs1	-12	-3	i	-2	7	-1	-0.7	3	-8
O=C(CN1CCN(c2ccccc2O)CC1)Nc1cc([N+](=O)[O-])ccc1Cl	-4	4	i	0	10	-2	1.8	-2	32
Cc1ccc(S(=O)(=O)c2nc(S(=O)(=O)c3ccccc3)sc2N2CCN(C)CC2)cc1	-1	-3	i	-1	4	1	0.7	3	7
The listing continues:
SMILES	eLon inh	MT1-MMP act inh	Rpn11 inh	MsrA act	MLLE-PAM2 inh	CSN deneddyl inh	MsrA inh	Rin1-Abl PPI inh	FAS-TE inh
Cc1ccc(-c2ccc(CCC(=O)O)n2NC(=O)c2ccco2)cc1	-7	0	i	-1	-7	2	0.2	-3	-3
C[C@@H]1CN([C@H](C)CO)C(=O)c2cccc(NS(=O)(=O)c3cccs3)c2O[C@H]1CN(C)Cc1ccccc1	-10	6	i	-5	-5	0	0.3	3	-7
Cc1ccc(-n2nc(C)c3c(C)c(CCC(=O)NCC4CCCO4)c(=O)n(C)c32)cc1 (configuration not stated)	-7	-6	i	-3	8	-1	-0.2	0	-1
COCCN1CN=C(NS(=O)(=O)c2ccc(C)cc2)NC1	-6	-3	i	-1	-4	-4	-0.6	-4	-4
CC(C)C(N)c1csc(Nc2nncc3ccccc23)n1 (configuration not stated)	0	-5	i	3	-9	1	0.0	-2	-5
CC1CCN(S(=O)(=O)c2cccc(-c3nnc(-c4cccnc4)o3)c2)CC1	-2	7	i	-2	9	1	-0.3	0	8
CC(=O)N1N=C(c2ccc(C)cc2)OC1c1ccc(C(C)C)cc1 (configuration not stated)	-4	2	i	-1	0	-4	0.0	2	22
COc1ccc(-c2nc3ncnn3cc2C)cc1F	-3	2	i	-1	-5	-3	1.6	2	-2
CCOC(=O)c1cnc(-n2nc(C)cc2C)nc1NCc1ccc2c(c1)OCO2	-7	-2	i	-1	6	-2	0.3	2	6
CCOc1ccc(N(CC)C(=O)COc2cc(=O)n(C)c3ccccc23)cc1	-5	4	i	-3	-11	-2	0.4	-3	-2
Cc1ccc(S(=O)(=O)NCc2ccc3[nH]c(C)cc3c2)cc1	5	-2	i	-1	2	-2	0.8	-3	2
COc1cc(NC(=O)COC(=O)/C=C/c2ccccc2Cl)cc(OC)c1	-3	3	i	-4	3	-6	0.6	1	23
Cc1ccc(C(=O)Cn2c(NCCO)nc3ccccc32)cc1	2	-9	i	-4	3	-3	-1.7	-1	-1
O=C(C(=O)N1CCN(c2cccc(Cl)c2)CC1)c1c[nH]c2ccccc12	-2	-3	i	0	-4	-1	0.1	0	-1
CN1C(C(=O)Nc2ccc(F)cc2F)=CC(c2ccco2)=NS1(=O)=O	-3	-1	i	-2	-13	-3	3.6	-2	-3
Nc1c(N(CCO)C(=O)COc2ccc(Cl)cc2)c(=O)[nH]c(=O)n1Cc1ccccc1	-6	3	i	-3	5	5	0.1	-5	-5
Fc1cc(Cl)cc2ccc(-c3ccccc3)nc12	-8	4	i	-2	0	103*	-1.1	-1	21
CCOc1ccccc1OCCOCCOc1ccccc1[N+](=O)[O-]	-5	4	i	-7	-2	-5	2.5	-2	5
Clc1ccc(CCNc2nc3ccccc3s2)cc1	5	-3	i	-6	-6	6	0.6	-1	26
CC(C)CC(=O)Nc1ccc(C(=O)COC(=O)C2CCC2)cc1	8	-1	i	-7	-2	2	0.2	0	-2
N#CCC(=O)Nc1ccc(C(=O)OCC(=O)Nc2cc(-c3ccccc3)nn2-c2ccccc2)cc1	-6	3	i	-4	3	4	2.1	5	9
O=C(NCc1ccc(F)cc1)C1CCCN1S(=O)(=O)c1ccccc1C(F)(F)F (configuration not stated)	-5	1	i	-1	-6	-1	0.1	3	2
Cc1cccc(C)c1OCc1nnc(SCC(=O)Nc2ccccc2F)o1	-1	2	i	-1	22	2	0.2	-2	11
CCC(C(=O)Nc1cccc(OC)c1)n1nc(C)c2c(C)n(-c3ccccc3)nc2c1=O (configuration not stated)	-9	2	i	-1	-3	-1	0.1	1	6
CCCCCCCCN1C(=O)[C@H](CC(=O)N2CCN(C(=O)OCC)CC2)C[C@@]2(C(=O)OCC)CCCC=C12	2	0	.	1	.	-4	-0.6	.	3
(next part)
SMILES	eLon inh	MT1-MMP act inh	Rpn11 inh	MsrA act	MLLE-PAM2 inh	CSN deneddyl inh	MsrA inh	Rin1-Abl PPI inh	FAS-TE inh
COc1ccc(CNC(=O)C(=O)NCC2OCCN2S(=O)(=O)c2cccs2)cc1 (configuration not stated)	-11	3	i	1	1	-1	-0.4	0	-9
O=C(Cn1ncc2c3ccccc3n(Cc3ccccc3)c2c1=O)N1CCN(c2ncccn2)CC1	-5	5	i	-4	-34	4	.	3	15
Cc1cc(C(=O)COC(=O)c2ccc[nH]c2=O)c(C)n1C1CC1	1	-1	i	0	22	4	1.4	1	-10
CCOc1ccc(CCNC(=O)CSc2nc3ncc(Cl)cc3[nH]2)cc1OCC	-4	-1	i	-2	-37	-5	-0.3	4	-8
CSc1ccccc1NC(=O)CN(c1ccccc1)S(=O)(=O)N(C)C	-4	3	i	-5	-8	0	0.3	3	-4
Nc1ncnc(Nc2ccc(F)cc2)n1	-7	0	i	4	1	-3	-1.3	-1	-16
CC(OC(=O)C1CC1)C(=O)Nc1ccc([N+](=O)[O-])cc1Cl (configuration not stated)	2	0	i	-2	26	-10	1.6	-5	3
N/C(=N\OC(=O)c1cccc(Br)c1)c1ccccc1	2	1	i	-9	3	-3	1.1	-2	13
CCc1nc2ccc(C(=O)NCCCN3CCCC3=O)cn2c1N(C)Cc1ccc(OC)cc1	-3	-4	i	-5	-5	3	-0.3	-4	-7
O=C(NCc1ccc(Cl)cc1)c1cc(=O)[nH]c2ccccc12	0	1	i	-4	-24	3	-0.9	-2	-6
COc1ccc(N2C(=O)CC(N3CCN(c4ccc(S(=O)(=O)N5CCCC5)cc4)CC3)C2=O)cc1 (configuration not stated)	-5	-1	i	-2	0	-3	0.8	-1	0
CCOC(=O)C1=C(C)NC2=C(C(=O)CCC2)C1c1cccs1 (configuration not stated)	3	0	i	-4	14	-7	2.8	-1	-9
CCOC(=O)C1(C)CCN1C(=O)c1oc2ccccc2c1C (configuration not stated)	-2	1	i	-8	14	-1	-0.7	-4	-8
COC(=O)CCN(c1ccccc1)S(=O)(=O)c1ccc(OC)cc1	1	2	i	-4	0	-6	0.4	0	-1
COc1ccccc1C(=O)n1nc(-c2ccccc2)nc1N	14	4	i	3	2	-3	1.1	0	-1
COc1ccccc1C(=O)NC(=S)NNC(=O)c1sc2ccccc2c1Cl	0	-2	i	-2	-18	3	0.2	-3	0
CC(C)CC(=O)NC(=S)Nc1ccc(N2CCOCC2)cc1	-7	3	i	-5	27	2	-0.2	0	-6
O=C(c1cccc2ccccc12)N1CCN(Cc2ccccc2F)CC1	2	-5	i	-3	10	-4	0.1	-3	0
Cc1ccccc1CSCC(=O)c1c(N)n(CC(C)C)c(=O)n(C)c1=O	2	-4	i	1	11	-1	-0.1	2	3

Molecules listed so far that have a cyano group (2):
SMILES	eLon inh	MT1-MMP act inh	Rpn11 inh	MsrA act	MLLE-PAM2 inh	CSN deneddyl inh	MsrA inh	Rin1-Abl PPI inh	FAS-TE inh
CCOCCCNC(=S)NCCCNc1nc2c(C)c(C)ccc2cc1C#N	5	1	i	-3	17	9	0.0	-3	-1
N#CCC(=O)Nc1ccc(C(=O)OCC(=O)Nc2cc(-c3ccccc3)nn2-c2ccccc2)cc1	-6	3	i	-4	3	4	2.1	5	9

Copied from the list.
Rin1-Abl PPI inh, CSc1ccccc1NC(=O)CN(c1ccccc1)S(=O)(=O)N(C)C = 3
MLLE-PAM2 inh, O=C(C(=O)N1CCN(c2cccc(Cl)c2)CC1)c1c[nH]c2ccccc12 = -4

An unsorted share of the library; 3.7% or so of the library scored in one or more.
